Screens (PubChem BioAssay)
Giardia FBPA inh – blocks Giardia fructose-bisphosphate aldolase activity | A8B2U2 | purified Giardia FBPA | Potency, µM (highest dose often 59.6 µM), for inactives: at the highest dose activity, negative = inhibition, most hits filed as inhibitors | hit rate 0.71% among 290,000; also: potency is read from the fitted curve at half-maximal effect; % is scaled to controls: 0 for no effect and ±100 for the full control effect; nearly all actives have a fitted effect of over 55% in size
Target sequence (A8B2U2 whole entry, looked up): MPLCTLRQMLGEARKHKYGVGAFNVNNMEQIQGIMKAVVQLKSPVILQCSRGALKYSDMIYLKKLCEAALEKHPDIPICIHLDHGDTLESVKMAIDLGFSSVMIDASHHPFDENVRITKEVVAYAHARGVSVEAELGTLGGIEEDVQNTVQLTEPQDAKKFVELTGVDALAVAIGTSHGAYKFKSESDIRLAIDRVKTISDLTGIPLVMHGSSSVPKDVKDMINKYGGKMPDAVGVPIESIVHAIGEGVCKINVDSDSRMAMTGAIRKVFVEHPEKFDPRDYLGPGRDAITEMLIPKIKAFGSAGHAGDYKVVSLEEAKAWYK
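Giardia FBPA (40 nM reagent) was preincubated 10 min at RT with compound (up to 57.5 uM final), then substrate plus GAPDH/TPI/NAD/arsenate coupling system with diaphorase/resazurin was added; resorufin fluorescence (525/598 nm) was read after 20 min.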
Sm TGR block – S. mansoni TGR enzyme inhibition | Q962Y6 | purified TGR, DTNB reduction, TNB absorbance 405 nm | Potency, µM (series often up to 114 µM), for inactives: at the highest dose activity change, negative = inhibition, hits mostly inhibitors | hit rate 3% among 360,000; also: potency is read from the fitted curve at half-maximal effect; % is scaled to controls: 0 for no effect and ±100 for the full control effect; nearly all actives have a fitted effect of over 60% in size
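TGR 20 nM + NADPH 100 uM (dispensed conc.), cpd preinc 15 min RT; start with NADPH (500 uM addition) then DTNB (15 mM addition). Kinetic TNB absorbance, 405 nm filter. Four-parameter Hill fit across titration.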
CHX counter – counter-screen for Shiga toxin inhibitors: cycloheximide protein synthesis inhibition. cell reporter, cycloheximide protein synthesis inhibition counterscreen. max response, %. hit rate 12% among 300,000; in the data active = max response mostly above about 13%, no sharp cut-off; inactive = mostly below about 14%; also: read at 38.3 µM for the half of the compounds with a filed dose; 0% is about no effect
Shiga inhibitor – inhibitors of Shiga toxin in Vero cells; Vero cells, Shiga toxin protein synthesis inhibition reporter; hit rate 9.2% among 290,000; inhibition, % at 38.7 µM; in the data active = inhibition mostly above about 28%, no sharp cut-off; inactive = mostly below about 43%; also: 0% is about no effect
Pf growth 96h – P. falciparum growth inhibition at 96 hours. P. falciparum luciferase reporter growth, 96 h. Potency, µM (series often up to 28.7 µM), without a hit: at the top dose activity change, negative = inhibition, actives largely listed as inhibitors. hit rate 6.9% among 320,000; also: potency is read from the fitted curve at half-maximal effect; % is scaled to controls: 0 for no effect and ±100 for the full control effect
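P. falciparum expressing integrated firefly luciferase grown in erythrocytes (2% hematocrit, 0.05% parasitemia final) with compounds for 96 hours at 37 C, 5% CO2. Growth inhibition read as loss of luminescence after adding luciferase detection reagent.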
Pf growth 48h – P. falciparum growth inhibition at 48 hours (one generation); P. falciparum luciferase growth in erythrocytes, 48 h; hit rate 5.9% among 310,000; Potency, µM (titrated, usually from 28.7 µM), inactives show top-dose activity change, negative = inhibition, actives largely listed as inhibitors; AID 504832; also: potency is read from the fitted curve at half-maximal effect; % is scaled to controls: 0 for no effect and ±100 for the full control effect
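Read-out is firefly luciferase luminescence from an integrated reporter in P. falciparum, so falling signal marks reduced parasite growth. Infected erythrocytes were at 2% hematocrit and 0.1% parasitemia (final) in Albumax-supplemented RPMI 1640.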
Numbers without * were called inactive; ? = inconclusive; . = no result given; [ ] = remark or other dose. Unless noted, calls follow the shape of the dose curve; as a rule, active = well fitted curve in the direction sought with a large enough effect; inconclusive = small, poorly fitted or top-dose-only effect, or another doubt; inactive = no such curve, though single readings can be large; an effect the other way counts as inactive or inconclusive.

SMILES	Giardia FBPA inh	Sm TGR block	CHX counter	Shiga inhibitor	Pf growth 96h	Pf growth 48h
O=C(COC(=O)CC1CCCC1)Nc1cc2c(cc1Cl)C(=O)c1ccccc1C2=O	-2%	0%	32*	41	177%[activator]	.
Cc1ccc2[nH]c3c(=O)n(CCN4CCNCC4)cnc3c2c1	-2%	-1%	9	12	36%[activator]	0%
O=C(CN1C(=O)S/C(=C\c2ccccc2Cl)C1=O)NC1C=CS(=O)(=O)C1 (configuration not stated)	8%	-5%	1	-3	3%	1%
CN1CCN(C(=O)CCN2C(=O)/C(=C\c3ccc(Cl)cc3Cl)SC2=S)CC1	26%	-13%	20	3	3.3µM*	10µM*
Cc1ccc(NC(=O)CN2CCN(CCN=CC3=C(O)CC(C)(C)CC3=O)CC2)cc1	8%	-47%	-2	2	?	?
CCC(C)(C)NC(=O)C(c1ccc(OC)cc1)N(CCOC)C(=O)CCC(=O)Nc1nccs1 (configuration not stated)	0%	.	-2	-11	?	-18%
CC(=O)Nc1cccc(NC(=O)CSc2nnc(Cc3cccn3C)n2-c2ccc(F)cc2)c1	.	?	0	16	-14%	-8%
CSCCC(NC(=O)c1ccccc1)C(=O)N1CCN(Cc2ccc(Cl)cc2)CC1 (configuration not stated)	.	-7%	.	.	1.7µM*	2.9µM*
O=C(NNC(=S)Nc1ccc(Cl)cc1)c1cccs1	18%	0%	38*	100*	-1%	78%[activator]
C/C(=C\C=C\c1ccccc1)C(=O)c1c(C)cc(C)[nH]c1=O	-3%	3%	5	14	6%	11%
CCn1c(Cc2ccccc2)nnc1SCC(=O)Nc1ccc2c(c1)OCCO2	-1%	-2%	9	8	.	-30%
CC(=O)c1cnc2c(C(=O)O)cnn2c1C	-17%	-34%	5	-5	-1%	-8%
Cc1nc2c(-c3ccc(F)cc3)c(C)nn2c(C)c1CCC(=O)N1CCN(c2ccccn2)CC1	13%	-1%	-2	16	7.4µM*	.
CN1CCN(CC(=O)Nc2cc(S(=O)(=O)N3CCOCC3)ccc2Cl)CC1	.	7%	.	.	11%	9%
CC1OC(OC2C(OC3C(O[C@H]4CC[C@]5(C)C6C=C[C@]78OC[C@@]9(CC[C@@H](C)[C@H](C)C97)[C@H](O)C[C@@]8(C)[C@]6(C)CC[C@H]5C4(C)C)OC(C)C(O)C3O)OC(CO)C(O)C2O)C(O)C(O)C1O (some centres not stated)	3%	9%	-11	-9	?	?
O=C(Nc1ccn(-c2ccccc2)n1)c1ccc(S(=O)(=O)N2CCCCCC2)cc1	1%	5%	-3	11	?	1µM*
Cc1nc(N2CCN(c3ccccc3F)CC2)[nH]c(=O)c1C	-5%	3%	-1	-1	1%	110%[activator]
CCn1cc(C2=NCCO2)c2ccccc21	0%	-2%	0	23	11%	.
COc1ccc(C(C(=O)Nc2ccc(C(C)C)cc2)N(C)C(=O)CNC(C)=O)cc1 (configuration not stated)	3%	0%	5	4	?	.
CC(C)(C)N1CC2([N+](=O)[O-])CN(C(C)(C)C)CC([N+](=O)[O-])(C1)C2	7%	4%	-2	-4	29%	3%
COc1ccc(C=O)cc1OC(=O)N1CCOCC1	8%	1%	-2	15	?	18%
CCCC[C@@H]1CN=C(N)N1CCc1cc(C(F)(F)F)cc(C(F)(F)F)c1	0%	18%	-5	-7	?	5.2µM*
CCN(CC)S(=O)(=O)c1ccc(N2CCOCC2)c(NS(=O)(=O)c2cc(C(C)(C)C)ccc2C)c1	-4%	4%	-2	-6	?	0.083µM*
Cc1cc(-c2cc(C(=O)NC3CCCC3)on2)nc(NCC2CC2)n1	7%	6%	-6	2	17%	13%
CN(C)CCNC(=O)c1scc2c1CCCC2	0%	-10%	-2	-7	0%	72%[activator]
N=c1n(Cc2ccc(Cl)cc2)c2ccccc2n1CC(O)COc1ccccc1 (configuration not stated)	1%	0%	-4	-25	-11%	?
CN(Cc1ccccc1)c1ccc([N+](=O)[O-])cc1C(=O)O	3%	-1%	-2	-6	1%	-8%
CCOc1ccc(N(CC(=O)N/N=C/c2ccccn2)S(=O)(=O)c2ccc(Cl)cc2)cc1	.	5%	2	2	?	?
Cc1ccc(NC(=O)CSC(C)C(=O)NCCc2ccccn2)cc1 (configuration not stated)	-1%	3%	-1	-15	34%[activator]	19%
COc1ccc(C(=O)OCc2ccc(C)cc2)cc1S(=O)(=O)N1CCOCC1	.	-2%	.	.	?	?

Compound profiles, as listed above.
`Cc1ccc(NC(=O)CSC(C)C(=O)NCCc2ccccn2)cc1` (configuration not stated) is listed as Giardia FBPA inh = -1%; Sm TGR block = 3%; CHX counter = -1; Shiga inhibitor = -15; Pf growth 96h = 34%[activator]; Pf growth 48h = 19%
`CCOc1ccc(N(CC(=O)N/N=C/c2ccccn2)S(=O)(=O)c2ccc(Cl)cc2)cc1` is listed as Giardia FBPA inh = .; Sm TGR block = 5%; CHX counter = 2; Shiga inhibitor = 2; Pf growth 96h = ?; Pf growth 48h = ?
`Cc1cc(-c2cc(C(=O)NC3CCCC3)on2)nc(NCC2CC2)n1` is listed as Giardia FBPA inh = 7%; Sm TGR block = 6%; CHX counter = -6; Shiga inhibitor = 2; Pf growth 96h = 17%; Pf growth 48h = 13%

Later entries.
SMILES	Giardia FBPA inh	Sm TGR block	CHX counter	Shiga inhibitor	Pf growth 96h	Pf growth 48h
O=C(CN1CCCCC1)N1c2ccccc2Oc2ccccc21	-4%	4%	-2	-17	?	-19%
Cc1cc(C(=O)NC2CCCc3c2cnn3-c2ccccc2F)nc(C)n1 (configuration not stated)	.	3%	1	18	0%	-8%
COC(=O)c1cc(Cl)nc2ccccc12	1%	17%	-3	-37	?	-1%
Cc1nc2c(-c3ccccc3)c(C)nn2c(SCC(N)=O)c1Cc1ccccc1	-6%	-9%	-2	8	?	?
CCOc1ccc(CN2CCC(C(=O)Nc3cccc(-c4ccn[nH]4)c3)CC2)cc1Cl	.	0%	24*	43*	?	?
Cc1ccc2c(c1)-c1c(cnn1CC(=O)N1CCCN(Cc3ccccc3F)C1)CO2	7%	1%	-4	-9	-15%	-8%
CCOP(=O)(c1ccc(N(C)C)cc1)C(O)c1c(Cl)cccc1Cl (configuration not stated)	7%	-2%	2	16	?	?
Cc1cc(C)cc(OCCNC(=O)c2ccc(Br)cc2)c1	4%	10%	-1	-8	32%[activator]	?
COc1ccc(C2Nc3ccccc3NC3=C2C(=O)CC(C)(C)C3)cc1O (configuration not stated)	-11%	-8%	24*	70*	0%	?
CCOCCCNS(=O)(=O)c1ccc(NC(=O)c2ccc([N+](=O)[O-])cc2Cl)cc1	-2%	2%	-2	12	0%	7%
Cc1nn(C)c(C)c1S(=O)(=O)N1CCCC(C(=O)NCC2COc3ccccc3O2)C1 (configuration not stated)	4%	-31%	-4	-8	-15%	.
O=C(O)c1ccc2[nH]c3c(c2c1)CSCC3	?	?	8	-5	.	8%
Cc1c(OC(C)C(=O)NCCCN2CCOCC2)ccc2c3c(c(=O)oc12)CCCC3 (configuration not stated)	15%	-4%	6	9	?	?
CCOC(=O)c1c(C)[nH]c(C(=O)CN(C)CC(=O)Nc2ccccc2C(F)(F)F)c1C	.	-12%	.	.	-7%	?
O=C(NCc1ccccc1)N(Cc1cc2cc3c(cc2[nH]c1=O)OCCO3)CC1CCCO1 (configuration not stated)	-8%	-25%[11.4 µM]	-2	-16	8.3µM*	.
CCOC(=O)N1CCN(C(=O)C(NC(=O)c2ccc(CC)cc2)C(C)C)CC1 (configuration not stated)	-13%	6%	-2	9	100%[activator]	?
CCN(CC)S(=O)(=O)c1cccc(C(=O)NCc2ccccc2)c1	-1%	5%[57.1 µM]	-1	-27	25%	-5%
CN1CCN(C(=O)C2=C[C@@H](C(C)(C)C)C[C@@H](OCc3ccc(CO)cc3)O2)CC1	-6%	-2%	-1	-8	-5%	-1%
O=C(O)c1ccc(OCc2cn3ccccc3n2)cc1	5%	6%	29*	26*	122%[activator]	60%[activator]
CCCC(=O)Nc1nc2ccc(S(=O)(=O)N3CCCCC3)cc2s1	5%	0%	-3	-13	?	?
COc1ccc(Cl)cc1C(=O)Nc1cccc(-c2ccc3nncn3n2)c1	1%	-32%	11	2	-21%	16%
O=C(Nc1ccc(S(=O)(=O)Nc2ccccc2F)cc1)N1CCCCC1	.	-3%	16	-11	?	25%
CC(=O)c1cc2c(O)c(O)ccc2o1	?	?	-4	-26	0%	7%
Cc1ccc(-c2nnc(N(C)C(=O)c3ccncc3)s2)cn1	-1%	?	-2	32	?	54%[activator]
COc1c2ccoc2c(OCC=C(C)C)c2oc(=O)ccc12	?	-12%	0	-13	2%	38%[activator]
COc1cc(OC)c(OC)cc1/C=C/c1cc(C(=O)O)c2ccccc2n1	-17%	-11%	11	-8	6%	-20%
COc1ccc(Cl)cc1N(CC(=O)N1CCN(Cc2ccccc2)CC1)S(C)(=O)=O	2%	-25%	-3	-5	178%[activator]	?
CC1CCN(CCOCCOc2ccc(Br)cc2Cl)CC1	-13%	-10%	1	-5	3%	-79%
Cc1cccc(NC(=O)c2cc(S(=O)(=O)NCc3ccco3)ccc2F)c1C	11%	-27%	47*	63*	2%	-14%
CCc1ccc(C(CNc2nc(C(F)(F)F)nc3ccccc23)N(C)C)cc1 (configuration not stated)	-1%	-8%	-6	-13	12µM*	12µM*
Cc1cccc(Nc2ncnc3onc(-c4ccc(F)cc4)c23)c1C	9%	-1%	1	-5	?	?
CN1C/C(=C\c2ccc(N3CCOCC3)cc2)C(=O)/C(=C/c2ccc(N3CCOCC3)cc2)C1	-29%	?	6	-1	65%[activator]	?
Cc1cc(NC(=O)CSc2nnc(C3CC3)n2N)c([N+](=O)[O-])cc1C	0%	4%	-3	-11	23%	5%
O=C(NCC1CCCO1)C1CCN(S(=O)(=O)c2cccc3cccnc23)CC1 (configuration not stated)	20%	18%	4	-3	?	5%
COC(=O)c1ccc2c(c1)NC(=O)C(N1CCOCC1)S2 (configuration not stated)	-11%	8%	-3	-16	80%[activator]	7%
Nc1nnc(SCc2ccc([N+](=O)[O-])cc2)s1	-6%	21%	8.0*	22	12%	12%
CCOC(=O)Nc1cc(C(=O)OC)ccc1C	-1%	5%	5	4	22%	.
CC1CC(CC(=O)NNc2nc(-c3ccccc3)cs2)C(=O)O1 (configuration not stated)	5%	-10%	-4	-2	23%	9%
CC1CCCCC1N=CC1=C(O)CC(C)(C)CC1=O (configuration not stated)	-5%	-2%	-4	-1	?	7%
C=CCn1cnc2c(nnn2-c2cc(C)cc(C)c2)c1=O	4%	-8%	1	-16	-8%	2%
COc1ccc(CC(NC(C)=O)C(=O)NC2CCN(C(=O)Nc3ccc(C#N)cc3)CC2)cc1OC (configuration not stated)	-6%	-13%	-3	-14	?	-4%
O=C1OCc2ccc(NC(=O)c3c(F)cccc3Cl)cc21	.	1%	17*	30	5%	64%[activator]
O=S1(=O)C=CC(N2CCOCC2)C1 (configuration not stated)	0%	?	-1	3	17%	-2%
O=c1c2ccccc2nc(-c2ccccc2)n1/N=C/c1ccc([N+](=O)[O-])cc1	5%	-6%	1	-4	-21%	21%
Cc1nnc(NC(=O)CSc2ccc([N+](=O)[O-])cn2)s1	1%	?	-1	-7	-4%	11%
Cn1cccc1CNCC(O)c1ccccc1 (configuration not stated)	-18%	-18%	1	-8	35%[activator]	?

Structural class: those above with a CF3 group.
SMILES	Giardia FBPA inh	Sm TGR block	CHX counter	Shiga inhibitor	Pf growth 96h	Pf growth 48h
CCCC[C@@H]1CN=C(N)N1CCc1cc(C(F)(F)F)cc(C(F)(F)F)c1	0%	18%	-5	-7	?	5.2µM*
CCOC(=O)c1c(C)[nH]c(C(=O)CN(C)CC(=O)Nc2ccccc2C(F)(F)F)c1C	.	-12%	.	.	-7%	?
CCc1ccc(C(CNc2nc(C(F)(F)F)nc3ccccc23)N(C)C)cc1 (configuration not stated)	-1%	-8%	-6	-13	12µM*	12µM*
